From PubChem
E coli Lon inh = E. coli protease La inhibition; purified E. coli Lon protease, fluorescence polarization; inhibition, % at 7.94 µM; hit rate 0.42% among 360,000; in the data active means inhibition above about 13%, passing the limit was not always enough;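 further: 0% = enzyme with probe and DMSO and 100% = no enzyme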
Neddyl block = cullin neddylation inhibition; TR-FRET cullin neddylation, biochemical; calls only at 25 µM; hit rate 0.58% among 360,000; AID 651699; in the data active means inhibition above about 36%
SKN-1 inh = C. elegans SKN-1 inhibition | C. elegans VP596 Pgst-4::GFP/RFP ratio, acrylamide-induced, 24 h | inhibition, % at 21.8 µM | hit rate 0.49% among 360,000;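 active means interference check ratio from 0.5 to 1.5 plus GFP to RFP signal ratio inhibition reaching or exceeding a fixed threshold, cut at about 30% in these data, passing the limit was not always enough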; further: some compounds called inactive have numbers as strong as hits
Rin1-Abl PPI inh = inhibitors of human Rin1-Abl protein interaction; P00519+Q13671; inhibition, % at 7.35 µM; hit rate 0.4% among 360,000; TR-FRET Rin1/Abl binding, biochemical; in the data active means inhibition above about 5%, passing the limit was not always enough
FAS TE block = FAS thioesterase (human) inhibition; recombinant FAS-TE, OMFH fluorogenic substrate, fluorescence endpoint; AID 602261; inhibition, % at 15 µM; hit rate 0.67% among 360,000;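 active means compounds whose normalised, plate-corrected inhibition of enzyme fluorescence in the single-dose primary screen is 50% or more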;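 further: 0% = DMSO with enzyme and 100% = substrate without enzyme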
MT1-MMP act inh = blocks activation of human MT1-MMP; P50281; HT1080 RFP-PRO-GFP cells, GFP/RFP ratio fluorescence, overnight; percent of plate control window, DMSO zero; GFP/RFP ratio change, % at 20 µM; hit rate 0.061% among 360,000; AID 651647;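 active means GFP/RFP ratio change of at least 30% with cell ATP level not reduced by more than half and red fluorescence within 50% of control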; further: strong numbers were not always called active
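Assay system: HT1080 cells carrying an RFP-PRO-GFP reporter | Dosing: Single dose of 20 µM compound, 1% DMSO final | Incubation: Cells overnight before dosing, compound overnight, 37 °C, 5% CO2 | Evaluation: GFP/RFP fluorescence ratio | Control set: DMSO and RFP-L50D-GFP cell wells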
NRP1-CendR mod = modulators of CendR peptide binding to human neuropilin-1; O14786; FAM-RPARPAR peptide binding to NRP-1, fluorescence polarization; inhibition, % at 25 µM; hit rate 0.85% among 360,000; AID 602438;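 active means inhibition or corrected inhibition above about 18%, plus a signal ratio from 0.5 to 1.5, limit read from the data, passing the limit was not always enough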; further: strong numbers were not always called active
MsrA inhibitor = inhibitors of bovine MsrA. purified bovine MsrA, absorbance read-out. inhibition, % at 15.5 µM. hit rate 0.75% among 360,000. AID 651718; in the data active means inhibition above about 4.5%;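 further: 0% = vehicle wells with enzyme and 100% = reference inhibitor wells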
MsrA act = activates bovine MsrA enzyme | purified bovine MsrA, absorbance read-out | activation, % at 10.6 µM | hit rate 0.3% among 360,000 | AID 602163; in the data active means activation above about 7.5%;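 further: 0% = vehicle and 100% = reference activator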
* = called active by the depositor; i = inactive; x = no result given; + = active, no number. Compounds were not picked by outcome; overall some 4.2% were active at least once.

SMILES	E coli Lon inh	Neddyl block	SKN-1 inh	Rin1-Abl PPI inh	FAS TE block	MT1-MMP act inh	NRP1-CendR mod	MsrA inhibitor	MsrA act
CN(C)S(=O)(=O)c1cccc(COC(=O)C2=COCCO2)c1	-6	i	-14	0	-4	-3	3	0.3	-6
O=C(NC1CC2CCCC(C1)N2S(=O)(=O)c1ccccc1)c1ccccc1 (centres undefined)	-3	i	-3	3	0	10	1	2.7	3
C=CCn1c(SCC(=O)Nc2ccc(C(=O)OCC)cc2)nnc1-c1sc(N)nc1C	-5	i	20	-1	-9	-3	-16	0.5	-4
CCOC(=O)C1=NN(c2ccc(OC)cc2)C2C(=O)N(c3ccccc3OC)C(=O)C12 (centres undefined)	-5	i	7	-3	4	2	-12	-0.4	-4
Cc1ccsc1CN(C)c1ncnc2ccc(-c3ccoc3)cc12	-11	i	1	-3	10	-9	-44	0.4	-8
O=C(Cc1ccccc1)Nc1ccc(S(=O)(=O)N2CCCC2)cc1	-1	i	-10	-1	-1	1	2	-0.5	2
CCOc1ccc(C(C)C)cc1S(=O)(=O)n1ccnc1C	2	i	-1	2	-2	7	8	3.6	-6
COc1ccc(CCNC(=O)C(=O)Nc2ccc3nc4n(c(=O)c3c2)CCCCC4)cc1OC	11	i	4	3	-10	-2	-13	0.2	1
O=[N+]([O-])c1cnccc1-n1nnc2ccccc21	0	i	4	x	5	1	0	1.7	-2
COc1ccc(N2C(=O)CC(C)(C)CC2=O)cc1OC	-5	i	7	1	-3	0	1	0.9	-1
CC(=O)N1CCOc2ccc(S(=O)(=O)N3CCCC(C)C3)cc21 (centres undefined)	2	i	-11	-2	2	0	3	1.6	-2
Cn1c(N)c(C(=O)c2ccc(Cl)cc2)c(=O)n(C)c1=O	-7	i	-5	0	-11	2	4	-0.5	-3
CC(=O)N=Nc1[nH]c(N)c2ccccc12	-7	i	9	1	-9	2	1	0.1	-4
CC1CCCCN1C(=O)CN1C(=O)NC2(CCCCC2C)C1=O (centres undefined)	0	i	13	2	-8	-1	10	-0.8	-4
COC(=O)c1c(NC(=O)C2CC=CCC2C(=O)O)sc(C(N)=O)c1C (centres undefined)	-8	i	5	-1	-9	-7	-22	-0.1	-2
O=C(NCc1cccnc1)c1ccc(-c2cc3ccccc3oc2=O)cc1	5	i	9	-4	2	-4	-8	2.6	-2
CCCCC(CC)C(=O)Nc1ccc(Cl)cn1 (centres undefined)	-6	i	-11	-1	-2	-4	8	0.6	-3
CCOCCCNC(=O)Cc1ccc(Br)cc1	-1	i	-2	-2	-9	-3	-13	-0.8	-2
Cc1ccc(S(=O)(=O)N(C)CC(=O)OCC(=O)Nc2ccccc2)cc1	4	i	6	2	4	0	-5	1.6	-3
Cc1[nH]c2ccccc2c1C(=O)C(=O)NC1CC(=O)N(c2ccc(F)cc2)C1 (centres undefined)	-5	i	-4	-3	0	6	-16	3.5	-3
CCN(CC)C(=O)c1c[nH]c2ccc(S(=O)(=O)Nc3cc(C)cc(C)c3)cc2c1=O	8	i	15	-2	-1	0	5	-0.9	-2
O=C1NC[C@@H](CCCCN2C[C@H](Cc3ccccc3)N(CCc3ccccc3)C(=O)C2=O)N(CCc2ccccc2)C1=O	4	i	6	x	-2	2	-20	0.1	0
CC(C)CCn1c(SC(C)C(=O)NC2CC2)nc2ccccc2c1=O (centres undefined)	0	i	6	-2	-8	-1	4	-0.1	-1
Cc1ccc2cc(CN(c3ccccc3C)S(=O)(=O)c3ccccc3)c(=O)[nH]c2c1	-3	i	15	-3	7	-3	25*	2.2	-3
Cc1ccc(C(=O)c2ccc(N3CCN(C)CC3)c([N+](=O)[O-])c2)cc1	3	i	4	-1	-15	-1	-11	0.1	-1
Cc1ccc(C)c(N=C2NC(=O)CS2)c1	4	i	10	1	-8	1	-2	0.3	0
Cc1ccc(C)c(OC(=O)CN2C(=O)c3ccccc3C2=O)c1	-9	i	-6	-3	15	3	-11	-0.9	-1
Cc1[nH]n(-c2ccccc2)c(=O)c1N=Nc1cccc(S(=O)(=O)N2CCOCC2)c1	-9	i	1	1	19	6	4	-1.6	-13
CC(C)(C)c1ccc(-c2cnco2)cc1	-8	i	-4	1	6	-13	12	-0.4	-1
CC(=O)OC1COC(n2ccc3cc([N+](=O)[O-])ccc32)C(OC(C)=O)C1OC(C)=O (centres undefined)	10	i	10	-4	2	5	4	6.0*	-4
N#Cc1c(-c2cccs2)cc(-c2ccccn2)nc1N	3	i	-8	-2	2	-17	6	0.5	-11
COC(=O)c1sccc1NC(=S)N1CCN(c2cccc(C)c2C)CC1	3	i	3	-5	30	-7	-4	2.5	-4
Cc1nc(SCC(=O)N2CCCc3ccccc32)c2oc3ccccc3c2n1	2	i	-7	2	21	6	-11	-0.3	-6
COc1ccc2c(c1OC)C(=O)N(c1ncn[nH]1)C2	-3	+	-11	3	-11	5	-12	0.1	-12
NC(=S)Nc1cccc2[nH]ccc12	-1	i	15	1	-10	-3	-1	0.9	1
O=C(NC(Cc1ccccc1)c1nc2ccccc2[nH]1)c1cccc([N+](=O)[O-])c1 (centres undefined)	-1	i	0	-1	46	-3	20	-0.8	-7
COc1cccc(CNC(=O)CCS(=O)(=O)c2ccc3c(c2)CC(C)N3C(=O)C2CC2)c1 (centres undefined)	-2	i	7	1	-1	2	6	0.6	-2
COc1ccc(C2C(C(=O)O)CCC(=O)N2c2ccc(OC)cc2)cc1 (centres undefined)	-3	i	17	0	-7	-2	-4	1.1	-1
Cc1ccccc1C(=O)OC1OC(=O)C(Cl)=C1Nc1ccccc1 (centres undefined)	-2	i	14	5	40	-2	4	0.0	-5
Fc1ccc(NC(=S)N2CCN(C/C=C/c3ccccc3)CC2)c(F)c1	-1	i	-11	0	-7	1	4	-0.1	-12
CCOC(=O)N(C)S(=O)(=O)c1ccccc1[N+](=O)[O-]	1	i	-4	-4	-2	-6	18	0.0	-9
C=CC[C@@H](CC(=O)OC(C)(C)C)C(=O)OC[C@H]1CCCN1C(=O)[C@@H](CC=C)CC(=O)N[C@H](CO)Cc1ccccc1	4	i	-9	0	-8	5	-1	-0.5	-1
COc1ccc(CCNC(=O)c2cc(-c3ccc(C)c(C)c3O)n[nH]2)cc1OC	0	i	0	-1	5	1	7	0.5	-2
CN1CCN(c2ccc(NC(=O)c3cc([N+](=O)[O-])ccc3N3CCOCC3)cc2)CC1	-3	i	13	-4	0	-3	10	1.8	-3
COc1cc(NC(=O)Cc2ccc(OC)c(S(=O)(=O)N3CCOCC3)c2)c(OC)cc1Cl	-1	i	-13	1	1	-8	2	-1.6	-3
NS(=O)(=O)c1ccc(NC(=O)Nc2ccc(Cl)cc2)cc1	-6	i	10	-3	6	5	11	0.9	-1
O=C(COc1ccccc1Br)NCCc1nc2ccccc2[nH]1	0	i	4	0	-5	3	-6	1.2	-3
N=C1C(c2nc(-c3ccc(F)cc3)cs2)=C(O)CN1Cc1ccc(Cl)cc1	10	i	19	-2	2	-5	-13	0.6	-1
COc1ccccc1N(C)S(=O)(=O)c1ccc(Cl)c(C(=O)OCc2c(C)noc2C)c1	2	i	-5	1	24	-3	-6	-0.9	-2
O=C(C[n+]1ccc2c(c1)nnn2-c1ccccc1)c1ccc(Cl)cc1	-21	i	11	-2	4	-9	-15	0.6	-2
COc1ccc(CNC(=O)Cc2nn(C)c(=O)c3ccccc23)cc1	2	i	-2	-1	-16	-2	9	0.6	-11
O=C(c1ccccc1)c1ccc(OCC(O)CNCc2cccc(Cl)c2)cc1 (centres undefined)	-7	i	2	0	1	7	5	1.0	1
CC(C)(C)C(=O)c1c(N)[nH]c(C(=O)c2ccccc2)c1-c1ccc(C(F)(F)F)cc1	0	i	0	x	0	-1	-48	1.4	-3
CNC(=O)CSc1nnc(NC(=O)C2CC(=O)N(c3ccccc3OC)C2)s1 (centres undefined)	-11	i	4	-1	-4	-3	10	0.4	-2
O=C(c1ccc(Cl)cc1)C1CCCN(Cc2ccc(Oc3ncccn3)cc2)C1 (centres undefined)	3	i	-8	3	-1	-1	5	1.8	-9
NS(=O)(=O)c1cc(C(=O)OCC(=O)Nc2ccc3c(c2)OCO3)ccc1Cl	-7	i	15	3	1	3	14	0.4	-3
COC(=O)c1cccc(NC(=O)C2COc3ccccc3O2)c1C (centres undefined)	-9	i	-16	5	-6	1	7	-1.5	-8

Among those listed so far, these contain four or more nitrogen atoms:
SMILES	E coli Lon inh	Neddyl block	SKN-1 inh	Rin1-Abl PPI inh	FAS TE block	MT1-MMP act inh	NRP1-CendR mod	MsrA inhibitor	MsrA act
C=CCn1c(SCC(=O)Nc2ccc(C(=O)OCC)cc2)nnc1-c1sc(N)nc1C	-5	i	20	-1	-9	-3	-16	0.5	-4
COc1ccc(CCNC(=O)C(=O)Nc2ccc3nc4n(c(=O)c3c2)CCCCC4)cc1OC	11	i	4	3	-10	-2	-13	0.2	1
O=[N+]([O-])c1cnccc1-n1nnc2ccccc21	0	i	4	x	5	1	0	1.7	-2
CC(=O)N=Nc1[nH]c(N)c2ccccc12	-7	i	9	1	-9	2	1	0.1	-4
O=C1NC[C@@H](CCCCN2C[C@H](Cc3ccccc3)N(CCc3ccccc3)C(=O)C2=O)N(CCc2ccccc2)C1=O	4	i	6	x	-2	2	-20	0.1	0
Cc1[nH]n(-c2ccccc2)c(=O)c1N=Nc1cccc(S(=O)(=O)N2CCOCC2)c1	-9	i	1	1	19	6	4	-1.6	-13
N#Cc1c(-c2cccs2)cc(-c2ccccn2)nc1N	3	i	-8	-2	2	-17	6	0.5	-11
COc1ccc2c(c1OC)C(=O)N(c1ncn[nH]1)C2	-3	+	-11	3	-11	5	-12	0.1	-12
O=C(NC(Cc1ccccc1)c1nc2ccccc2[nH]1)c1cccc([N+](=O)[O-])c1 (centres undefined)	-1	i	0	-1	46	-3	20	-0.8	-7
CN1CCN(c2ccc(NC(=O)c3cc([N+](=O)[O-])ccc3N3CCOCC3)cc2)CC1	-3	i	13	-4	0	-3	10	1.8	-3
O=C(C[n+]1ccc2c(c1)nnn2-c1ccccc1)c1ccc(Cl)cc1	-21	i	11	-2	4	-9	-15	0.6	-2
CNC(=O)CSc1nnc(NC(=O)C2CC(=O)N(c3ccccc3OC)C2)s1 (centres undefined)	-11	i	4	-1	-4	-3	10	0.4	-2

An excerpt of these results, in markdown.
| structure | E coli Lon inh | Neddyl block | SKN-1 inh | Rin1-Abl PPI inh | FAS TE block | MT1-MMP act inh | NRP1-CendR mod | MsrA inhibitor | MsrA act |
| --- | --- | --- | --- | --- | --- | --- | --- | --- | --- |
| O=C(NC1CC2CCCC(C1)N2S(=O)(=O)c1ccccc1)c1ccccc1 (centres undefined) | -3 | i | -3 | 3 | 0 | 10 | 1 | 2.7 | 3 |
| C=CCn1c(SCC(=O)Nc2ccc(C(=O)OCC)cc2)nnc1-c1sc(N)nc1C | -5 | i | 20 | -1 | -9 | -3 | -16 | 0.5 | -4 |
| CCOC(=O)C1=NN(c2ccc(OC)cc2)C2C(=O)N(c3ccccc3OC)C(=O)C12 (centres undefined) | -5 | i | 7 | -3 | 4 | 2 | -12 | -0.4 | -4 |
